Bioassay records: PubChem, University of Kansas High Throughput Screening Laboratory
Pf apPOL block – Pf-apPOL DNA polymerase inhibition; 0.25% of 210,000 active; Recombinant Pf-apPOL, molecular beacon fluorescence, 1.5 h; inhibition, % at 10 µM
mHTT CaM bind – inhibitors of human mutant huntingtin-calmodulin interaction | 3.6% of 190,000 active | AlphaScreen His-mHTT/GST-CaM binding, luminescence | P42858 | AID 1671202 | inhibition, % at 15 µM;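 further: 0% = both proteins with DMSO and 100% = one protein alone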
Target sequence (P42858 whole entry, looked up, stated change not applied): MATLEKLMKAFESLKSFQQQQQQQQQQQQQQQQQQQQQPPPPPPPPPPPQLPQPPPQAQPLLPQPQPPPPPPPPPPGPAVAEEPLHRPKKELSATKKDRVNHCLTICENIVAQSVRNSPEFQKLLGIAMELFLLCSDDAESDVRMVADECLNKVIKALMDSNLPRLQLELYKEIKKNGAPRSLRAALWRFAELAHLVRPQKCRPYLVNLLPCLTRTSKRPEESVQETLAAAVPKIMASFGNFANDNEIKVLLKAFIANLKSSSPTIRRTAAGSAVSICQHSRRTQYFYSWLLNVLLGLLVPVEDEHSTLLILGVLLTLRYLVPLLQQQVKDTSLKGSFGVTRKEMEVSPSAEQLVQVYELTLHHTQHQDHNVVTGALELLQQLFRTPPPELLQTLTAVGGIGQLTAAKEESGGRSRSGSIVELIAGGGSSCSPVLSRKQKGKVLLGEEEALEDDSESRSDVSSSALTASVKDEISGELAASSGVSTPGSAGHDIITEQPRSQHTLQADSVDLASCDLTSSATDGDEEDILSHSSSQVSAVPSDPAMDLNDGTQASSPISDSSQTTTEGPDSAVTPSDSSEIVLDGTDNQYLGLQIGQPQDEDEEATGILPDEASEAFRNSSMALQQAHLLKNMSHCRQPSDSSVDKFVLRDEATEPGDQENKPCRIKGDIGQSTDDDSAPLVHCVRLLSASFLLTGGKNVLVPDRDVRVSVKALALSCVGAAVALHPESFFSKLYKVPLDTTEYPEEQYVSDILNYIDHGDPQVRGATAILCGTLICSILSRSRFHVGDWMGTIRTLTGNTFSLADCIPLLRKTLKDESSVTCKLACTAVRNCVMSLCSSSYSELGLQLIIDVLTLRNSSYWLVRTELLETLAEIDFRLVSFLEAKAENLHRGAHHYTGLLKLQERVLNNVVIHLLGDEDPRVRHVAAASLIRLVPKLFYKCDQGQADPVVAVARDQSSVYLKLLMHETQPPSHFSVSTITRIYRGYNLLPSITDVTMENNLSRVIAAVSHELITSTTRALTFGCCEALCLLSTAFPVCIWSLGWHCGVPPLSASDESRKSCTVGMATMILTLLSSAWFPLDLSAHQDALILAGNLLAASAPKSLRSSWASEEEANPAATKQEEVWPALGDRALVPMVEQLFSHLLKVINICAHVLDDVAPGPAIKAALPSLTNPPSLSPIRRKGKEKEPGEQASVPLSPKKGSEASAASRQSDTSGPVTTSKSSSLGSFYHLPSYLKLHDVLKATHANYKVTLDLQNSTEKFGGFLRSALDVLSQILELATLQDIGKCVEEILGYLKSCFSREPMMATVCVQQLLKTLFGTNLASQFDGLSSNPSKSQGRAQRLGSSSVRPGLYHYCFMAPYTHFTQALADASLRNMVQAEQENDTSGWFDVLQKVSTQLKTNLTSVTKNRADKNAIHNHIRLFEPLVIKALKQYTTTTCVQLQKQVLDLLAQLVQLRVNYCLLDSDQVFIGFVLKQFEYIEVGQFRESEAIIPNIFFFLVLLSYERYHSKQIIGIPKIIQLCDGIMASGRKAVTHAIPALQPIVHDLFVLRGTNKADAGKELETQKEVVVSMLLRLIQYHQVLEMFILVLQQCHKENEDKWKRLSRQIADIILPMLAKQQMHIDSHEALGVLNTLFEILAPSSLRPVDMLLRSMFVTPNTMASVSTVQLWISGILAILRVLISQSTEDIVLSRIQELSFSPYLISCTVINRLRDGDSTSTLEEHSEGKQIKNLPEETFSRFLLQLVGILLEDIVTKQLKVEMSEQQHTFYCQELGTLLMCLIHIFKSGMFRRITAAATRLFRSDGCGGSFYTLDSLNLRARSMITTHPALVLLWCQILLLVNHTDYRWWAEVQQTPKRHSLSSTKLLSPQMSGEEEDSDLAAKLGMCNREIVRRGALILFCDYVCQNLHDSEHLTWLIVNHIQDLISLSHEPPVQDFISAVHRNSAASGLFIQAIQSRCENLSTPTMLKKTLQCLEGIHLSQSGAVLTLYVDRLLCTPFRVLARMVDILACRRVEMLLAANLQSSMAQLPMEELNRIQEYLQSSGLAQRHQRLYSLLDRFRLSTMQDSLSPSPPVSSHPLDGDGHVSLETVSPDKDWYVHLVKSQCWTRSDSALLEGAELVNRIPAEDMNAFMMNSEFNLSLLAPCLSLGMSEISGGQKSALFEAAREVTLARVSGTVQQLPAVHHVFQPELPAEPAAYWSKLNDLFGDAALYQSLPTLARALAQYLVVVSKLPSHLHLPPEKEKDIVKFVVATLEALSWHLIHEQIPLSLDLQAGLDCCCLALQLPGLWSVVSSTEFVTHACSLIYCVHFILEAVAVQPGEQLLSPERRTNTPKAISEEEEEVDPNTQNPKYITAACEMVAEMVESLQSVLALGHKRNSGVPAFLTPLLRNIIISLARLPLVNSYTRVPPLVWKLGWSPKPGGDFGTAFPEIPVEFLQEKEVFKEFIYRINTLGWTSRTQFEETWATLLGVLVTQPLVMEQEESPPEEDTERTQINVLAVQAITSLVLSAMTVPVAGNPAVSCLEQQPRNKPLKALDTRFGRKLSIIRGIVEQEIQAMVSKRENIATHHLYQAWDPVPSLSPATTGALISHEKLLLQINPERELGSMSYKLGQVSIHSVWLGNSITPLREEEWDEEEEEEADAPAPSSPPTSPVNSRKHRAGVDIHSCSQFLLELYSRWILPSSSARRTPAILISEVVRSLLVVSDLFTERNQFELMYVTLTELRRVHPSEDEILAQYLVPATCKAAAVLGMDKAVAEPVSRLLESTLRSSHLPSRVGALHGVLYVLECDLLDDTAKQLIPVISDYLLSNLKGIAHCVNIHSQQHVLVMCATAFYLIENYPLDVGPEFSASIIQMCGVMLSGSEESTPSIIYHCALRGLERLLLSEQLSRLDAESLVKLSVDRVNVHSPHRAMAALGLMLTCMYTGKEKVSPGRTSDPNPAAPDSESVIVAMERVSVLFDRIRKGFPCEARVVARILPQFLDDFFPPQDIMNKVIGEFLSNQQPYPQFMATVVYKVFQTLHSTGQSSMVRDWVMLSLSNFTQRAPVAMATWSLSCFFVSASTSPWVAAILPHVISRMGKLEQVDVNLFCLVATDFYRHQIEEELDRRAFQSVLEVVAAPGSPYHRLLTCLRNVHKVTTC
An asterisk follows results filed as active; . = not tested or not shown; & = joins results of further samples. No stated cut-off is given here; in the data, active means inhibition above about 50%; inactive means the rest.

Every second line gives: Pf apPOL block, mHTT CaM bind
CCOc1ccc(CN(C)CCN(C)C)cc1
    -2, -2
COc1cccc(CNC(=O)C2CCN(c3nnc(-c4ccc(C)cc4)o3)CC2)c1OC
    -7, -7
CCC12CN(C(C)=O)CC(CC)(CN(C(C)=O)C1)C2=O
    -1, 0
CNc1ccccc1[N+](=O)[O-]
    -2, -7
O=C(Cc1ccc2c(c1)OCO2)Nc1ccc2scnc2c1
    -6, -10
O=C(Nc1cccc(CCc2ccccn2)c1)c1cc(F)c(F)cc1Cl
    -10, 1
Cc1ccccc1C(=O)N1CCN(c2ccc3c(c2)CCC3)C(=O)C1C (centres undefined)
    -2, 2
Cc1ccc(C(=O)CNc2cc(C)ccc2C)cc1
    -4, 6
NC1=NC(=O)CC(C(=O)Nc2cccc([N+](=O)[O-])c2)S1 (centres undefined)
    -4, -2
CC(C)(C)NC(=O)N1CCN(c2cc(-c3cccc(F)c3)ncn2)CC1
    -2, -12
Cc1ccc(S(=O)(=O)n2ncc(Sc3ccc(Cl)cc3)c2-c2ccc(Cl)cc2)cc1
    -2, .
Cc1nn(-c2ccc(C(=O)NC(C)C)cc2)c2c1C(=O)CC(C)(C)C2
    4, -4
CC(=O)NC1=NN(C(C)=O)C(C)(c2ccc(Br)cc2)S1 (centres undefined)
    -8, 3
CCC(=O)N1CCC(c2nc(C)ccc2C(=O)N2CCCC2)CC1
    3, -7
O=C(NCc1ccc(Cl)cc1)C(=O)Nc1ccc2c(c1)OCO2
    -10, -4
CC(=O)NC1C(O)CC(O)(C(=O)O)OC1C(O)C(O)CO (centres undefined)
    -6, .
Cc1ccc(/C=C2\N=C(c3cccc(Cl)c3Cl)OC2=O)o1
    4, 1
CCOc1ccccc1NC(=O)NCCC1CCN(S(=O)(=O)c2ccccc2)CC1
    -1, 42
O=S1(=O)CS(=O)(=O)Oc2ccccc2O1
    7, .
O=C(NCc1cscn1)C1CCN(S(=O)(=O)c2ccc(Br)s2)CC1
    -6, -13
CC(C)(C)CC(C)(C)N=C1Nc2ccc(Cl)cc2NC12C[C@H]1CCC(=O)N3CC[C@@H](C2)[C@@H]13 (some centres undefined)
    -3, 95*
CCc1c(C)nc2c(Br)cccc2c1Cl
    0, -102
Cc1ccc(C(=O)Nc2ccc(Cl)cn2)cc1C
    -16, -6
O=C1OC(c2ccco2)=N/C1=C/C(Cl)=C/c1ccccc1
    -2, 4
Cn1nnc2c(SCC(=O)N3CCCc4ccccc43)ncnc21
    -4, -17
COc1ccc(-n2nc(C(=O)NCC(=O)N(C)Cc3ccccc3)c3ccccc3c2=O)cc1
    0, 66*
COc1ccc(CC(=O)Nc2c3c(nn2-c2ccc(C)cc2)CS(=O)(=O)C3)cc1
    0, 2
C=CCSc1nnc2c(n1)OC(c1ccc(OCC)cc1)N(C(C)=O)c1ccccc1-2 (centres undefined)
    -9, 55*
CC(C)NC(=O)c1ccccc1NS(C)(=O)=O
    -2, -1
COc1ccc(Cl)cc1NC(=O)CSc1ccc(-n2ccnc2)nn1
    -27, 12

(continued)
Every second line gives: Pf apPOL block, mHTT CaM bind
COc1ccc2c(CN3CCCCCC3)cc(=O)oc2c1
    -10, 6
Cc1ccc(OCCNC(C)C)c([N+](=O)[O-])c1
    -4, 0
COc1ccc(C(=O)Nc2cccc(Cl)c2Cl)cc1OC
    6, -4
CC(C)(C)OC(=O)N1C[C@@]23C[C@H](c4ccc(F)cc4)[C@@H](C[C@@H]2S1(=O)=O)O3
    -1, 1
COc1ccc(CCN2CC(C(=O)NCc3ccccc3)CC2=O)cc1OC (centres undefined)
    -5, 3
O=C(Nc1ccccn1)c1nc(-c2ccc(Cl)cc2)n2c1CCCCC2
    1, 1
Cc1sc(NC(=O)CCS(=O)(=O)c2ccc(F)cc2)c(C#N)c1C
    18, 8
COc1ccc(-n2nc3c(c2NC(=O)c2ccc(F)cc2)CS(=O)(=O)C3)cc1
    -2, 2
Cc1ccc2[nH]c(-c3cccc(F)c3)cc(=O)c2c1
    -6, -3
N#Cc1ccc(C(=O)Nc2ccc3c(N4CCCC4)ncnc3c2)cc1
    -7, 38
Cc1ccc([N+](=O)[O-])cc1NC(=O)C(C)C
    0, 2
CCOc1ccc(NC(=O)CCc2[nH]c(C)c(C(=O)N(C)C)c2C)cc1
    -8, 34
O=C(c1ccc(Br)o1)N1CCOCC1
    ., -7
CN(C)CCCN1C(=O)C(O)=C(C(=O)c2cccs2)C1c1cccnc1 (centres undefined)
    -5, -6
CC(=O)NC1=C(N2CCOCC2)C(=O)c2nonc2C1=O
    0, 5
N#Cc1cc2c(nc1SCC(=O)c1ccc(Cl)cc1)CCCC2
    1, -7
COc1ccc(CCNC(=O)CN2C(=O)c3ccccc3C2=O)cc1
    -5, 3
O=C(NCCc1ccccc1)c1ccc(I)cc1
    -6, -3
CCN1CCN(C(=O)c2cccc([N+](=O)[O-])c2C)CC1
    -7, 1
COCCN1C(=O)CCc2cc(NS(=O)(=O)c3ccc(C)c(F)c3)ccc21
    -9, 4
CCn1c(C2CCN(C(=O)c3ccc(Br)cc3)C2)nc2cccnc21 (centres undefined)
    -11, -1
CC(=O)Nc1c2c(nn1-c1cccc(C)c1C)CSC2
    -9, 41
N#Cc1ccc(N2CCN(C(=O)c3ccco3)CC2)cc1
    -24, .
S=c1[nH]n(-c2ccc(Cl)cc2)c(=S)s1
    -13, .
CC(C)(C)NC(NC(=O)c1ccc(Br)cc1)C(Cl)(Cl)Cl (centres undefined)
    7, -11
CC(C)(C)C(O)CCNC(=O)c1ccccc1Br (centres undefined)
    -1, -5
Cc1nc(C)c2c(n1)N(Cc1cccs1)C(=O)CC2
    20, -2
Cc1ccc2oc(-c3cccc(NC(=O)COc4ccccc4C)c3C)nc2c1
    1, -3
CCN(CC)C(=O)CSc1nc2c(c(=O)n(C)c(=O)n2C)n1Cc1ccccc1Cl
    2, -4
CCc1ccccc1NC(=O)c1ccncc1
    -17, -6

Full records from above. Order of screens: Pf apPOL block	mHTT CaM bind
Cc1ccc([N+](=O)[O-])cc1NC(=O)C(C)C across the screens: 0	2
COc1ccc2c(CN3CCCCCC3)cc(=O)oc2c1 across the screens: -10	6
COCCN1C(=O)CCc2cc(NS(=O)(=O)c3ccc(C)c(F)c3)ccc21 across the screens: -9	4

The main list resumes, repeating the 2 entries before the break.
Every second line gives: Pf apPOL block, mHTT CaM bind
CCN(CC)C(=O)CSc1nc2c(c(=O)n(C)c(=O)n2C)n1Cc1ccccc1Cl
    2, -4
CCc1ccccc1NC(=O)c1ccncc1
    -17, -6
Cc1cccc(N2N=NC3C(=O)N(c4ccc(C)c(F)c4)C(=O)C32)c1 (centres undefined)
    0, 19
O=C(O)C(Cc1ccccc1)N1C(=O)C2C3C=CC(C4CC34)C2C1=O (centres undefined)
    -3, -2
CCCN(C)C(=O)C1CCN(c2nnc(-c3ccc(OC)cc3)o2)CC1
    0, 10
O=C(CCN1C(=O)c2ccccc2C1=O)N1CCN(C/C=C/c2ccccc2)CC1
    -1&0, 34&25
Cc1ccccc1/C=C1\N=C(c2ccc(Br)cc2)OC1=O
    -3, -2
N#CC1=C(N)Oc2c(C=Nc3ccccc3)ccc(O)c2C1c1ccc([N+](=O)[O-])cc1 (centres undefined)
    3, 35
Cc1ccc(COc2ccc3c(=O)c(Oc4cc(C)ccc4C)coc3c2)cc1
    0, -7
CCCC12CN3CC(C)(CN(C1)C3c1ccccc1Cl)C2=O (centres undefined)
    3, 2
O=C1C(Nc2ccccc2)=CC(c2ccc(Br)cc2)N1c1ccccc1 (centres undefined)
    -7, 0
O=C(Nc1cccc(F)c1)c1cc(S(=O)(=O)NCCC2=CCCCC2)ccc1F
    2, 7
CN1C(=O)CC(c2cccc([N+](=O)[O-])c2)C2=C1CC(C)(C)CC2=O (centres undefined)
    0, 1
CC1CCC(N2CCN(Cc3ccccc3)CC2)CC1 (centres undefined)
    4, -2
CCOC(=O)c1c(C)csc1NC(=O)C(C#N)=Cc1ccc(O)cc1
    -13, .
COc1cc2ccc(=O)oc2c(O)c1OCC=C(C)C
    -1, -6
CCOc1ccc2nc(N(Cc3ccccn3)C(=O)c3cccc([N+](=O)[O-])c3)sc2c1
    3, -5
O=C(NCC1CC1)c1nnn(Cc2ccc(Cl)cc2)c1-n1cccc1
    -4, 0
CC(C)(C)c1ccc(C(=O)O)c(C(=O)c2ccccc2)c1
    -3, 1
Cc1c(C(=O)Nc2cc(C(F)(F)F)ccc2Cl)cccc1[N+](=O)[O-]
    2, -3
COc1cc(C)c(CN2CCN(c3ccccn3)CC2)cc1C
    1, 2
O=C(NC1CC2CC1CN2S(=O)(=O)c1cc(F)cc(F)c1)c1ccccc1 (centres undefined)
    2, 0
Cn1cc(Br)c(N2C(=O)C=CC2=O)n1
    -7, .
Cc1ccc(Cl)cc1N=Cc1nc(-c2ccc(Br)cc2)oc1O
    19, 1
CCCNCC(O)COc1ccccc1C(=O)CCc1ccccc1 (centres undefined)
    -9, .
O=[N+]([O-])c1ccc(Sc2nc3ccccc3[nH]2)c(Cl)c1
    -2&-2, 8
CCc1c(C)nc2c(C(=O)NCc3ccc(F)cc3)c[nH]n2c1=O
    -14, 14
O=C(NCCCN1CCN(c2ccccc2)CC1)c1ccccc1C(F)(F)F
    -4, -9
CCOc1ncccc1CNC(=O)C1CCC1
    -1, -6
Cc1ccc(NC(=O)CN2C(=O)C(c3ccc(C(C)(C)C)cc3)=NC2(C)C)cc1
    -6, -5
COc1ccc(CNC2CCCC2)cc1C
    1, -1
Cc1nn(CC(O)COC(c2ccccc2)c2ccccc2)c(C)c1Br (centres undefined)
    -1, 99*

Additional structures follow.
Every second line gives: Pf apPOL block, mHTT CaM bind
CC(=O)Nc1ccc(S(=O)(=O)NCCNc2ccc([N+](=O)[O-])cc2Cl)cc1
    -11, 0
O=C(Nc1ccc(SCc2ccccn2)nn1)c1cccc(F)c1
    -2, -1
CC(=O)C(C)n1c(=O)c2c(nc3n(-c4ccc(C(F)(F)F)cc4)c(C)cn23)n(C)c1=O (centres undefined)
    2, 2
CCOc1ccc(S(=O)(=O)N(C(C)=O)c2ccc3oc4c(c3c2)CCCC4)cc1
    4, -4
Cc1ccc(CNC(=O)C2CCc3sc(C(=O)N(C)C)cc3C2)o1 (centres undefined)
    -2, -3
COC1=C2CC(C)CC(OC)C(C)C(C)C=C(C)C(OC(N)=O)C(OC)C=CC=C(C)C(=O)NC(=CC1=O)C2=O (centres undefined)
    3, .
CCOc1ccc(/C=C2N=C(/C=C/c3ccc(C)cc3)OC\2=O)cc1
    -2, 12
c1ccc(-c2nc(-c3cccc(-c4ccn[nH]4)c3)no2)nc1
    4, 14
CC(C)c1ccc2sc3ccccc3c(=O)c2c1
    2, -283
COc1cc2c(cc1OC)-c1c(C#N)c(N=Nc3ccccc3)c(-c3cccs3)n1CC2
    -12, .
COc1ccc(NC(=O)Nc2ccccc2C)c(OC)c1
    -3, -6

7 compounds drawn at random from the list so far:
Every second line gives: Pf apPOL block, mHTT CaM bind
COc1ccc(-n2nc3c(c2NC(=O)c2ccc(F)cc2)CS(=O)(=O)C3)cc1
    -2, 2
CC1CCC(N2CCN(Cc3ccccc3)CC2)CC1 (centres undefined)
    4, -2
c1ccc(-c2nc(-c3cccc(-c4ccn[nH]4)c3)no2)nc1
    4, 14
Cc1ccc([N+](=O)[O-])cc1NC(=O)C(C)C
    0, 2
Cc1ccc(S(=O)(=O)n2ncc(Sc3ccc(Cl)cc3)c2-c2ccc(Cl)cc2)cc1
    -2, .
N#Cc1ccc(C(=O)Nc2ccc3c(N4CCCC4)ncnc3c2)cc1
    -7, 38
O=C(Nc1ccc(SCc2ccccn2)nn1)c1cccc(F)c1
    -2, -1
